# Epigenetic derep – regulators of epigenetic silencing causing reporter derepression in mouse cells | murine LDR cells, GFP reporter derepression, 30 h | Potency, µM (series often up to 53.9 µM), for the others: at the highest dose GFP activation, usual class: activators | 280,000 compounds, 0.2% hits; active means well fitted activation curve with a large enough effect; inconclusive means small, poorly fitted or top-dose-only effect; further: % of control where 0% means no effect; nearly all actives have a fitted effect of over 60% in size
#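 Reporter derepression read as number of fluorescent GFP-positive objects, 20-120 um in size, counted by laser-scanning cytometer. Mouse LDR line with an epigenetically silenced CMV-GFP locus; compound incubation 30 h, 37 C.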
# Starred values were filed as active, the others as inactive; ? = inconclusive. Potency means the concentration at half of the fitted maximal effect. The list is partial; the hit share may differ from the screen's.
SMILES,Epigenetic derep
COc1ccc(OC)c(NC(=O)C2CCN(S(=O)(=O)c3ccc4c(c3)CC(C)N4C(C)=O)CC2)c1 (stereo not drawn),-1.2%
CCn1ccc2cc(S(=O)(=O)N3CCC(C(=O)NCc4ccc(OC(C)C)cc4)CC3)ccc21,-1.7%
CC(C)(C)OC(=O)N1CCC(c2c(C(=O)N3CCN(c4ncccn4)CC3)cnn2-c2ccc(F)cc2F)CC1,-1.3%
COc1ccc(-c2onc(C)c2C)cc1S(=O)(=O)NC1CCC(C)CC1 (stereo not drawn),-1.8%
CN(C1CCCCC1)S(=O)(=O)c1ccc(F)c(C(=O)Nc2ccc(C(F)(F)F)cc2)c1,1.6%
Cc1scc(CN2CCN(c3ccc(F)cc3)CC2)c1C,16.9%
COc1cccc(-c2ccc3c(N)c(C(=O)Nc4ccccc4C)sc3n2)c1,-0.2%
O=C(CN1CCN(Cc2ccc(F)cc2Cl)S1(=O)=O)Nc1ccc(F)cc1,7.2%
CCOCCCn1c(SCC(=O)NCc2ccccc2)nc2c(sc3ccccc32)c1=O,16.9%
COc1ccc(CNC(=O)CCCc2nnc3n(C(C)C)c(=O)c4sccc4n23)cc1,-2.2%
O=C(NC1CC(=O)N(c2ccc(F)cc2)C1)c1cccs1 (stereo not drawn),5.6%
CC(C)C(=O)Nc1nnc(SCc2cc(=O)n3ccccc3n2)s1,6.5%

# Shown as tab-separated lines: entries from further up.
structure	Epigenetic derep
CCOCCCn1c(SCC(=O)NCc2ccccc2)nc2c(sc3ccccc32)c1=O	16.9%
O=C(NC1CC(=O)N(c2ccc(F)cc2)C1)c1cccs1 (stereo not drawn)	5.6%
CC(C)(C)OC(=O)N1CCC(c2c(C(=O)N3CCN(c4ncccn4)CC3)cnn2-c2ccc(F)cc2F)CC1	-1.3%
Cc1scc(CN2CCN(c3ccc(F)cc3)CC2)c1C	16.9%

# (further entries)
SMILES,Epigenetic derep
CCC(=O)N1c2ccccc2CC1C(=O)NCCc1ccccc1C (stereo not drawn),-2.5%
Cc1ccc(NC(=O)N2CCN(C(=O)c3nsc4ccccc34)CC2)cc1C,-3.4%
COc1ccc(CCNC(=O)C(=O)NCC(c2ccco2)S(=O)(=O)c2ccc(F)cc2)cc1 (stereo not drawn),3.0%
Cc1ccc(CNC(=O)c2cc3c(=O)n(Cc4cccnc4)ccc3nc2C)cc1,1.1%
CCOc1ccc(CNC(=O)c2cnc3sc(N(CC)CC)nn3c2=O)cc1OC,1.5%
CCc1ccc(-n2c(SC(CC)C(=O)N(CC)CC)nc3n[nH]c(C)c3c2=N)cc1 (stereo not drawn),-0.2%
O=C(CCn1cnc2onc(-c3ccc(F)cc3)c2c1=O)Nc1ccc(F)c(Cl)c1,0.0%
COc1cc(Cl)c(C)cc1NC(=O)CSc1cc(-c2ccccc2)nc(C)n1,1.6%
O=C(Cn1c(=O)c2cccn2c2ccc(F)cc21)N1CCN(c2ccccc2)CC1,1.4%
Cc1nn(CC(=O)NCCc2ccccc2)c(=O)c2nn(-c3ccccc3)c(C)c12,-1.1%
CCc1ccc(NC(=O)Cn2c(=O)c(CNc3ccccc3)cc3cc(OC)c(OC)cc32)cc1,9.7%
CCc1ccccc1NC(=O)CSC1=Nc2ccccc2C2=NC(Cc3ccccc3)C(=O)N12 (stereo not drawn),0.8%
CCOCCCn1c(SCC(=O)NCCCOC)nc2c(sc3ccccc32)c1=O,-1.3%
CCOC(=O)N1CCN(Cc2nc3cc(NC(=O)c4ccc([N+](=O)[O-])cc4)ccc3n2C(C)C)CC1,0.0%
Cc1cccc(-c2noc(-c3ccccc3OCC(=O)Nc3ccc([N+](=O)[O-])cc3)n2)c1,2.7%
Cc1cccc(N2CCN(CCNC(=O)C3COc4ccccc4C3)CC2)c1C (stereo not drawn),0.0%
Cc1c(C(=O)Nc2ccc(F)cc2F)oc2ccc3c(c12)C(=O)CC(C)(C)O3,9.4%
Cc1ccc(C)c(-c2nc(Cn3c(=O)cc(-c4ccccc4)c4c(C)nn(C)c43)c(C)o2)c1,1.5%
O=C(Cn1cc(SCc2ccccc2F)c2ccccc21)N1CCCCC1,-0.8%
CCc1nn(CC(=O)N2CCN(c3cccc(C(F)(F)F)c3)CC2)c(=O)c2cccn12,-3.0%
Cc1cc(C)c(NC(=O)C2CCN(c3nnc(C)c4c(C)n(-c5ccccc5)nc34)CC2)c(C)c1,-1.0%
CC(C)(C)OC(=O)N1CCC(c2c(C(=O)Nc3ccc4c(c3)OCO4)cnn2-c2ccc(F)cc2F)CC1,-0.2%
Cc1cccc(NC(=O)CCn2cnc3ccccc3c2=O)c1,0.0%
O=C(Cn1ncn2nc(-c3cccs3)cc2c1=O)NCc1ccc(Cl)cc1,-3.4%
CCOc1ccccc1CNC(=O)c1cc(-c2ccc(C)c(C)c2)nc2ccccc12,3.5%
Cc1csc2nc(COC(=O)c3cccc(NC(=O)COc4ccc(Cl)cc4)c3)cc(=O)n12,-3.9%
COc1ccc(O)c(C2Nc3ccccc3-n3c(-c4ccccc4)c4c(=O)n(C)c(=O)n(C)c4c32)c1 (stereo not drawn),10.1%
COc1ccc(Cn2c(SCc3ccc(C(=O)NC(C)C)cc3)nc3cccnc32)cc1,-1.2%
N#Cc1ccccc1NC(=O)c1cnc(N2CCOCC2)c2ccccc12,0.0%
O=C(COc1ccc(F)cc1)Nc1ccc2nc(SCC(=O)N3CCc4ccccc43)sc2c1,-2.4%
CCn1nnc2cc(C(=O)Nc3ccc(OC)cc3)ccc21,-5.0%
CN(C)c1ccc(-c2nc(-c3ccco3)no2)cc1[N+](=O)[O-],-2.4%
CCN(Cc1ccccc1)S(=O)(=O)c1ccc(-c2coc(C)n2)cc1,0.0%
COC(=O)CCNC(=O)N1CCN(c2nnc(C)c3c(C)n(-c4ccccc4)nc23)CC1,0.0%
Cc1cc(Br)ccc1NC(=O)c1sc2nc3n(c(=O)c2c1C)CCCC3,1.1%
Cc1ccc(C)c(N2C(=O)N(C)c3ccccc3S2(=O)=O)c1,-1.3%
O=C(Cn1cc(S(=O)(=O)Cc2cccc(Cl)c2)c2ccccc21)Nc1ccc(F)c(Cl)c1,-0.4%
Cc1ccc(NC(=O)CCN2C(=O)c3ccccc3Sc3ncccc32)c(Cl)c1,1.8%
CCOC(=O)c1c(C)[nH]c(C)c1S(=O)(=O)N1CCCC(C(=O)NCc2ccc(C)cc2)C1 (stereo not drawn),-1.1%
Cc1cc(OCC(=O)Nc2nc3c(s2)CCCC3)cc(C)c1Cl,-3.2%
COc1ccc(CNC(=O)c2cccc(-n3cnc4cccnc43)c2C)cc1,0.7%
Cc1cccc(NC(=O)CSc2nnc3[nH]c(=O)cc(C)n23)c1C,4.2%
COc1ccc(-c2onc(C)c2C)cc1S(=O)(=O)Nc1ccc(OC(F)(F)F)cc1,-2.5%
Cc1ccc(NC(=O)CN2C(=O)CCn3nc(-c4cccn4C)cc32)c(Cl)c1,-1.7%
Cc1nn(-c2ccc(N3CCCCC3)nn2)c(C)c1CCC(=O)Nc1cccc(F)c1,0.8%
CCC(=O)N1CCc2cc(S(=O)(=O)NC(Cc3ccccc3)C(=O)O)ccc21 (stereo not drawn),0.0%
Cc1noc(Cn2c(=O)c3cc4c(cc3n(CC(=O)Nc3cccc(Cl)c3)c2=O)OCO4)n1,2.7%
CN(C)c1ccc(Nc2ncnc3c2c(-c2ccccc2)cn3-c2cccc(Cl)c2)cc1,4.7%
CCc1ccccc1NC(=O)c1oc(=O)c2ccccc2c1-c1ccccc1,-1.3%
O=C(Nc1ccc(F)c(F)c1)c1ccc(=O)n(Cc2ccc(F)cc2)c1,0.0%
O=S(=O)(Nc1cccc(-c2ccc(N3CCCC3)nn2)c1)c1ccccc1C(F)(F)F,0.8%
O=C(COCc1cc(-c2ccc3c(c2)OCO3)on1)Nc1cc(C(F)(F)F)ccc1Cl,0.0%
CC(C)c1ccc(NC(=O)Cn2nnc(C(=O)NCc3ccc(Cl)cc3)c2N)cc1,-0.2%
COc1ccc(-c2cc(C(C)=O)c(C)n2CCC(=O)Nc2cc(Cl)ccc2C)cc1,-3.4%
CC1CCc2onc(C(=O)N3CCN(c4cccc(C(F)(F)F)c4)CC3)c2C1 (stereo not drawn),-1.3%
CC(NC(=O)C1CCN(S(=O)(=O)c2ccccc2)CC1)c1ccccc1 (stereo not drawn),-1.1%
O=C(Nc1cc(Cl)ccc1Cl)C1(c2cccs2)CCOCC1,4.1%
Cc1nn(CCC(=O)NCc2ccc(Cl)cc2)c(=O)c2nn(-c3ccccc3)c(C)c12,-4.3%
O=C(Cn1cc(S(=O)(=O)N2CCCC2)c(S(=O)(=O)N2CCCC2)c1)Nc1ccccc1,-1.3%
O=c1c(=O)n(Cc2ccc(Cl)cc2)ccn1Cc1ccc(F)cc1,-1.1%

# 2 of the compounds above, field by field.
CCc1ccccc1NC(=O)c1oc(=O)c2ccccc2c1-c1ccccc1
  Epigenetic derep: -1.3%
O=C(Nc1ccc(F)c(F)c1)c1ccc(=O)n(Cc2ccc(F)cc2)c1
  Epigenetic derep: 0.0%

# Later entries.
SMILES,Epigenetic derep
CCc1ccccc1NC(=O)Nc1c[nH]c(=O)[nH]c1=O,1.5%
CCOc1ccc(C2C(C(=O)Nc3ccc(OC)cc3)=C(C)Nc3nc(SCc4ccc(Cl)cc4)nn32)cc1 (stereo not drawn),2.1%
O=C(CSc1nc2c(c(=O)[nH]1)CN(Cc1ccc(F)cc1)CC2)Nc1ccccc1Cl,3.2%
Cc1nn(-c2ccccc2)c2c1N(CCCC(=O)NCc1ccccc1)C(=O)CS2,1.5%
CCN(c1ccccc1)S(=O)(=O)c1c(-c2ccc(C)cc2)csc1C(=O)OC,1.1%
Cc1ccc(-c2nc(C)c(CCNS(=O)(=O)c3ccc(F)c(C(F)(F)F)c3)s2)cc1,9.7%
CCC(CC)C(=O)N1CCc2cc(OC)c(OC)cc2C1COc1ccc(C(=O)OC)cc1 (stereo not drawn),-0.3%
O=S(=O)(c1ccc(Br)cc1)c1nnn2c1nc(NCc1ccc3c(c1)OCO3)c1sccc12,2.4%
CN1CCN(C(CNC(=O)c2ccccc2)c2ccc3c(c2)OCO3)CC1 (stereo not drawn),1.1%
COc1ccccc1CNC(=O)CSc1cc(C)[nH]c(=O)n1,0.5%
COc1ccccc1C(=O)Nc1cccc(C(=O)OCc2cc(=O)n3cc(C)sc3n2)c1,7.9%
Cc1ccc(C)c(CSc2cn(CC(=O)N3CCCC3)c3ccccc23)c1,3.8%
Cn1cc(S(=O)(=O)N2CCCCC2)cc1C(=O)N1CCN(c2ccccc2F)CC1,-1.7%
Cc1ccc(C)c(N2CCN(CCCNC(=O)C3COc4ccccc4C3)CC2)c1 (stereo not drawn),-1.7%
Cc1cccc(OCc2nc(CC(=O)Nc3ccc(C)cc3C)cs2)c1,-3.2%
Cc1ccccc1CNC(=O)c1ccc(-n2c(C)cc3c2CCCC3)cc1,?
CCN(CC)CCNC(=O)Cn1ncc2c([nH]c3ccccc32)c1=O,-0.4%
COc1ccc(C(=O)Nc2ccc3c(c2)N(C2CCCC2)C(=O)c2ccccc2S3)cc1OC,0.0%
O=C(CSc1nc2c([nH]c3ccccc32)c(=O)n1-c1ccc(F)cc1)NCc1ccc(F)cc1,16.7%
CC(=O)c1cccc(NC(=O)C2=CC(c3ccco3)=NS(=O)(=O)N2C)c1,1.2%
COc1ccc(-c2cn3c(n2)sc2cc(C(=O)N4CCCCC4)ccc23)cc1,0.0%
O=C1Nc2ccccc2Oc2cc(Oc3ccc(Cl)cc3)ccc21,-0.9%
COc1ccc(C2c3c(n(C)c4ccccc34)C(=O)N2CC(=O)Nc2ccc(C)c(Cl)c2)cc1 (stereo not drawn),-0.4%
CCOC(=O)c1cc(S(=O)(=O)NCc2ccccc2)[nH]n1,0.0%

# Structures above with a nitro group on carbon (3):
SMILES,Epigenetic derep
CCOC(=O)N1CCN(Cc2nc3cc(NC(=O)c4ccc([N+](=O)[O-])cc4)ccc3n2C(C)C)CC1,0.0%
Cc1cccc(-c2noc(-c3ccccc3OCC(=O)Nc3ccc([N+](=O)[O-])cc3)n2)c1,2.7%
CN(C)c1ccc(-c2nc(-c3ccco3)no2)cc1[N+](=O)[O-],-2.4%

# Additional compounds
SMILES,Epigenetic derep
COc1cccc(N2CCN(C(=O)c3nn(C)c4c3CSc3ccc(C)cc3-4)CC2)c1,-4.1%
CC1CCN(C(=O)c2cccc(NC(=O)c3nsc4ccccc34)c2)CC1,0.7%
CCN1CCN(C(c2ccc(Cl)cc2)c2c(O)cc(C)n(CCOC)c2=O)CC1 (stereo not drawn),-2.2%
Cc1ccc(/C=C/c2onc(C)c2S(=O)(=O)N2CCC(C(=O)Nc3cc(F)ccc3F)CC2)cc1,-1.7%
CC(C)c1ccc(NC(=O)CSC2=Nc3ccccc3C3=NC(CCC(=O)NCc4cccs4)C(=O)N23)cc1 (stereo not drawn),-1.3%
COc1ccccc1NC(=O)CSc1nc2ccccc2c(=O)n1CCC(=O)NC1CCCCC1,1.3%
CCc1ccc(NC(=O)c2sc3nc(-c4ccccc4)cn3c2C)cc1,1.7%
CC(C)c1nc2ccc(C(=O)NCc3ccccc3Br)cc2o1,0.0%
COC(=O)c1ccccc1NC(=O)C1CCCN(c2ncnc3onc(C)c23)C1 (stereo not drawn),-1.3%
COc1ccc(C(=O)Nc2ccc(S(=O)(=O)N(Cc3ccccc3)c3ccccc3)cc2)cc1,-1.6%
O=C(Nc1ccccc1Br)c1cc(S(=O)(=O)NC2CCCCC2)ccc1F,3.2%
CCSc1nc2c([nH]c3ccccc32)c(=O)n1CC,2.1%
Cc1cccc(N(C)C(=O)CN2C(=O)COc3ccc(S(=O)(=O)N4CCCCCC4)cc32)c1,1.1%
CCC1CN(C(=O)N2CCC(C(=O)N3CCN(c4ccccc4F)CC3)CC2)c2ccccc2O1 (stereo not drawn),0.0%

# Reformatted with each value named: two of the compounds above.
CC1CCN(C(=O)c2cccc(NC(=O)c3nsc4ccccc34)c2)CC1
- Epigenetic derep = 0.7%

CCN1CCN(C(c2ccc(Cl)cc2)c2c(O)cc(C)n(CCOC)c2=O)CC1 (stereo not drawn)
- Epigenetic derep = -2.2%
